From PubChem BioAssay
JMJD2E inh = blocks human JMJD2E demethylase activity; AID 2147; Potency, µM (doses to about 57.1 µM), for inactives: at the highest dose activity change, negative = inhibition, actives largely listed as inhibitors; actives 1.6% (n = 230,000); B2RXH2; JMJD2E catalytic domain, FDH-coupled NADH fluorescence (FDH is formaldehyde dehydrogenase); active means well fitted inhibition curve with a large enough effect, not every such curve was filed as active; inconclusive means small, poorly fitted or top-dose-only effect, or another doubt; inactive means no such curve, though single readings can be large or run the other way;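 further: 0% = wells with enzyme and -100% = buffer wells without enzyme; nearly all actives have a fitted effect of over 50% in size; many of its hits are not listed in these tables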
Target sequence (B2RXH2 1-337 limits assumed): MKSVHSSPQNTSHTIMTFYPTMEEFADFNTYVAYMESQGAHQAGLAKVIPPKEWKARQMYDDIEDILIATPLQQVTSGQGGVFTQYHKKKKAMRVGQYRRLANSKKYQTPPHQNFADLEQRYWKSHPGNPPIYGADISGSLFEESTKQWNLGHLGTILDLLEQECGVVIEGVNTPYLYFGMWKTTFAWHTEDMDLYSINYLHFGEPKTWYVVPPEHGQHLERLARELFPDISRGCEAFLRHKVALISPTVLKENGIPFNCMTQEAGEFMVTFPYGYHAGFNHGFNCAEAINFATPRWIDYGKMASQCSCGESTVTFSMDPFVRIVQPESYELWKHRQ
GAA inh = alpha-glucosidase (human) inhibition | P10253 | purified human GAA, 4-MU-alpha-glucoside fluorescence | actives 0.005% (n = 200,000) | Potency, µM (titrated, usually from 76.9 µM), inactives show top-dose activity change, negative = inhibition, most hits filed as inhibitors | AID 1466;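 further: plate controls were uninhibited enzyme wells for no effect and no-enzyme background for full effect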
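Activity normalized between no-enzyme (basal) and enzyme-only wells. Conditions: 4 nM human enzyme, 400 uM fluorogenic substrate, citrate/phosphate pH 5.0 with Tween-20, 20 min room temperature, compounds up to 77 uM.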
GAA spleen mod = lysosomal alpha-glucosidase (human) modulation; human spleen homogenate, 4-MU-alpha-glucoside fluorescence; actives 0.006% (n = 240,000); Potency, µM (top dose mostly 79.9 µM), without a hit: top-dose activity change, negative = inhibition, hits mostly inhibitors; P10253; AID 2112;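 further: 0% = enzyme with vehicle and -100% = no enzyme basal signal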
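Human spleen homogenate (1 ug) incubated with compounds and 1 mM 4-methylumbelliferyl-alpha-D-glucopyranoside in pH 5.0 citrate/phosphate buffer, 37 C, 40 min. Stopped at pH 10; 4-MU fluorescence (Ex 365/Em 440 nm); AC50 by Hill fit.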
ALDH1A1 inh = blocks purified human ALDH1A1 activity; P00352; Purified ALDH1A1, NADH fluorescence, propionaldehyde substrate; Potency, µM (top dose mostly 75.3 µM), for inactives: top-dose activity, negative = inhibition, hits mostly inhibitors; actives 7.3% (n = 220,000); AID 1030; active means well fitted inhibition curve with a large enough effect, not every such curve was filed as active; inconclusive means small, poorly fitted or top-dose-only effect, or another doubt; inactive means no such curve, though single readings can be large or run the other way;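 further: plate controls were no enzyme wells and a reference inhibitor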
Target sequence (P00352 whole entry, looked up): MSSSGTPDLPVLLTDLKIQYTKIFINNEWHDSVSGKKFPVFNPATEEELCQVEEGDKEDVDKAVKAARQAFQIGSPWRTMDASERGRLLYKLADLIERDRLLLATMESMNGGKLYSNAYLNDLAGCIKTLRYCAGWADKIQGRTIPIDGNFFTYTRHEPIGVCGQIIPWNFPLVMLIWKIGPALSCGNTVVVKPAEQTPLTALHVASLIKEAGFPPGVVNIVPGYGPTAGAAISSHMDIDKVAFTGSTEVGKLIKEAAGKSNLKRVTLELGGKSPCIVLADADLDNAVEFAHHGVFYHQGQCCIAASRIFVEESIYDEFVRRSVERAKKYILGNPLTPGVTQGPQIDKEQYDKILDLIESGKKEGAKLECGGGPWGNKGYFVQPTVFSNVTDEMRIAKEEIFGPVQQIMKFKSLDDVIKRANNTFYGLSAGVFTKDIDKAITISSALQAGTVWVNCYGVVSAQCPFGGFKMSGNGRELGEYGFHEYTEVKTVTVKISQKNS
aGal spleen mod = inhibitors or activators of human alpha-galactosidase in spleen homogenate. P06280. human spleen homogenate, 4MU-alpha-Gal fluorescence, 40 min. Potency, µM (highest dose often 80 µM), for inactives: top-dose activity change, negative = inhibition, most hits filed as inhibitors. actives 0.008% (n = 240,000);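 further: 0% = enzyme with vehicle and -100% = no enzyme basal signal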
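Inhibition or activation of alpha-galactosidase in human spleen homogenate is scored by 4-MU fluorescence after 40 min at 37C, pH 5.0, with 1 mM substrate. AC50s come from concentration-response fitted to the Hill equation.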
SMN2 splice up = increases expression of the SMN2 splice variant. HEK293 SMN2-luciferase splicing reporter, luminescence, 30-36 h. Potency, µM (titrated, usually from 46.1 µM), for the others: top-dose activity change, positive = activation, actives largely listed as activators. actives 2.8% (n = 210,000). AID 1458; further: % of control where 0% means no effect; nearly all actives have a fitted effect of over 55% in size
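HEK293 cells carry an SMN2 minigene-luciferase reporter in which exon 7 inclusion puts luciferase in frame. Cells were seeded at 2000 cells/well, attached for 10-12 hours, then exposed to compounds for 30-36 hours at 37C before ONE-Glo luminescence.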
GAA glycogen = inhibitors or activators of human alpha-glucosidase glycogen cleavage. actives 0.38% (n = 300,000). Potency, µM (highest dose often 76.4 µM), for inactives: at the highest dose activity change, negative = inhibition, usual class: inhibitors. recombinant GAA, glycogen substrate, Amplex Red glucose oxidase fluorescence;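 further: 0% = full enzyme reaction and -100% = no-enzyme basal signal; the screen sought inhibitors and activators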
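qHTS, 1536-well; enzyme 4 nM final; cpd up to 77 uM; substrate bovine liver glycogen 30 ug; 50 mM citrate/phosphate pH 5.0, 0.01% Tween-20; 37 C, 40 min; Amplex Red detection 45 min RT; Hill fit → AC50.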
RGS12 GoLoco inh = RGS12 GoLoco-Gai1 interaction inhibition | P63096 | Gai1:RGS12 GoLoco peptide FP, rhodamine, 10 min | Potency, µM (top dose mostly 61.6 µM), without a hit: top-dose activity, negative = inhibition, actives largely listed as inhibitors | actives 0.44% (n = 230,000); active means well fitted inhibition curve with a large enough effect, not every such curve was filed as active; inactive means no such curve, though single readings can be large or run the other way; further: on the % scale 0 is the no-effect control and ±100 the full control effect; nearly all actives have a fitted effect of over 30% in size; many of its hits are not listed in these tables
The depositor's hits bear a star; ? = inconclusive; nt = no result given; & = joins results of further samples; [ ] = remark or other dose. Unless noted, the call rests on the fitted dose curve; in most records, active means well fitted curve in the direction sought with a large enough effect; inconclusive means small, poorly fitted or top-dose-only effect, or another doubt; inactive means no such curve, though single readings can be large; an effect the other way counts as inactive or inconclusive. Potency means the concentration at half of the fitted maximal effect. These rows are one share of the data; rates above refer to the full screens.

Fields: JMJD2E inh, GAA inh, GAA spleen mod, ALDH1A1 inh, aGal spleen mod, SMN2 splice up, GAA glycogen, RGS12 GoLoco inh
> CNc1ncc(C(=O)c2ccc(Br)cc2)s1
  8%, -9%, -19%, 2%, 5%, 16µM*, 6%, -1%
> Cc1cc(NC(=O)NC(C(F)(F)F)C(F)(F)F)no1
  -1%, nt, 4%, -4%, 12%, nt, -11%, 2%
> Cc1ccc(NC(=O)CSc2n[nH]c(-c3ccco3)n2)c(C)c1
  9%, 5%, 1%, -1%, -1%, -15%, 0%, 3%
> Cc1ccccc1NC(=O)COC(=O)C1(C)CC1(Cl)Cl (stereo not given)
  6%, -3%, -4%, 1%, -3%, 14%, -8%, -26%
> CCOc1ccc(NC(=O)Nc2ccc(NC(C)=O)cc2)cc1
  -4%, 2%, 1%, 13%, 3%, -15%, 2%, 0%
> Cn1cccc1/C=C1\SC(=Nc2ccccc2)NC1=O
  0%, -12%, 2%, -4%, 0%, nt, 1%, 5%
> CN1C(=O)c2oc3ccccc3c(=O)c2C1c1ccncc1 (stereo not given)
  ?, -2%, 1%, ?, 5%, -9%, 0%, -3%
> CCN1C(=O)c2ccccc2Sc2ccc(C(=O)NCCN3CCOCC3)cc21
  3%, 0%, 0%, 0%, 0%, ?, 3%, 6%
> COC(=O)c1ccn(Cc2ccccc2Cl)n1
  -2%, -2%, 0%, 3%, 11%, nt, 3%, -2%
> Cc1ccc(NC(=O)COC(=O)CSC(=S)N2CCOCC2)cc1C
  10%, -6%, -1%, ?, -4%, -1%, 6%, -2%
> COC(=O)c1[nH]c2ccc(C)cc2c1NC(=O)C1=COCCO1
  ?, 13%, 2%, ?, 12%, 16%, 4%, 11%
> C=C(C)CNC(=O)c1ccc(OC2CCN(S(=O)(=O)N(C)C)CC2)cc1
  -6%, 10%, 0%, -11%, 8%, nt, 1%, 4%
> O=C(Nc1cccs1)Nc1c(F)cc(F)cc1Br
  -8%, 1%, -23%, ?, -11%, -15%, -24%, 2%
> CCOC(=O)Cn1c(=O)cc(C)c2cccc(C)c21
  8%, ?, 1%, 1%, -1%, -14%, 7%, 3%
> Cc1noc(C)c1S(=O)(=O)Nc1ccc(C(=O)O)cc1
  0%, 5%, 4%, 18%, -9%, -9%, 3%, 8%
> COc1ccc(C2C(C(=O)N3CCCCC3)c3ccccc3C(=O)N2C)cc1 (stereo not given)
  -26%, -12%, 5%, 14µM*, 2%, nt, -26%, nt
> Cc1ccc(Nc2cc(C)nn2-c2nc(C)cc(=O)[nH]2)cc1
  ?, 2%, 3%, ?, 2%, -63%[inhibitor], -13%, 1%
> CCOC(=O)CNC(=O)CSc1nc(Cc2cccs2)nc2ccccc12
  1%, -12%, 5%, -4%, 6%, -20%, 3%, 8%
> CCc1c(C)nc(N)n2c(SCC(=O)N3CCCC(C)C3)nnc12 (stereo not given)
  2%, 5%, -2%, ?, -12%, nt, 7%, nt
> COC(=O)c1[nH]c(C)c(/C(O)=C2\C(=O)C(=O)N(CCN(C)C)C2c2cccs2)c1C (stereo not given)
  1%, 6%, -15%, -6%, 6%, 6%, 3%, -2%
> O=C(CSc1ccc2ccccc2n1)NCCC1=CCCCC1
  9%, -4%, -2%, -3%, 11%, -11%, -4%, -3%
> O=C(CSc1nnc(-c2ccco2)n1-c1ccccc1)N1CCN(C(=O)c2ccco2)CC1
  -2%, -6%, -17%, ?, -7%, -10%, 3%, 11%
> CCn1ccc(C(=O)Oc2ccc(C(C)C)cc2)n1
  3%, 0%, 4%, -5%, 5%, 1%, -1%, 1%
> COc1cc(/C=N/NC(=O)C(N)=O)cc(OC)c1O
  1%, -3%, 3%, -8%, 4%, 14%, -16%, -2%
> Cc1csc(NC(=O)/C=C/c2ccco2)n1
  -5%, -4%, -3%, -2%, -16%, 16µM*, -8%, 11%
> O=C(CCS(=O)(=O)c1cccc2nonc12)NCCc1ccccc1
  1%, 1%, -14%, 22µM*, -18%, 27%, 1%, 3%
> O=C(Nc1sc2c(c1C(=O)NC1CCCCC1)CCC2)c1ccco1
  ?, 8%, -3%, ?, 7%, 14%, -1%, 12%
> c1ccc(Nc2nc(-c3ccccn3)cs2)cc1
  9%, -1%, -8%, -4%, -4%, 13µM*, 3%, 2%
> CN(C)c1cc(-c2ccc(Br)cc2)oc(=O)c1Cl
  9%, nt, 18%, nt, 17%, nt, 2%, 21%
> O=C(Nc1ccc2nc(-c3cccnc3)[nH]c2c1)C12CC3CC(CC(C3)C1)C2
  ?, 2%, -6%, ?, -1%, 13%, 2%, 4%
> CCCn1[nH]cc(SC)c(=O)c1=O
  -28%, -6%, 10%, 22µM*, 7%, -13%, -10%, -1%
> O=C(c1cc2c(s1)-c1ccccc1OC2)N1CCN(c2ccccn2)CC1
  ?, -4%, -4%, ?, -14%, -7%, -14%, 4%
> COc1ccccc1OC(=O)c1ccc(S(=O)(=O)N(C)C)cc1
  2%, -25%, -1%, 7%, 4%, 3%, -10%, 7%
> COc1ccc(-n2cc(C(=O)O)c3ccccc3c2=O)cc1
  -19%, -4%, -4%, 4%, -3%, -8%, 8%, -8%
> Cc1cc2cc(CN(Cc3ccc4c(c3)OCO4)C(=O)c3cnccn3)c3nnnn3c2cc1C
  -20%, -12%, -4%, 14µM*, 6%, -6%, -19%, 6%
> O=C(Cc1ccccc1[N+](=O)[O-])NCCCN1CCOCC1
  13%, 7%[15.4 µM], 3%, 9%, -4%, 11%, 3%, 5%
> Cc1c(C#N)c(NC(=O)C(C)C)n(Cc2ccccc2)c1C
  5%, 8%, 9%, 7%, 1%, 7%, -19%, 1%
> O=C(Cn1cnc2ccccc2c1=O)Nc1ccc2c(c1)CCC2
  -17%, 0%, 2%, 8%, 4%, 26%, 6%, -32%
> COC(=O)c1ccc(Oc2nc(Nc3ccc(C)c(C)c3)nc(N(C)C)n2)cc1
  -8%, -3%, -5%, ?, -5%, -7%, -17%, 11%
> CCOc1ccc(S(=O)(=O)N(C)c2ccc(OCC(=O)NCc3ccco3)cc2)cc1
  2%, -13%, -16%, ?, -1%, -3%, 16%, -13%
> CC(=O)Nc1ccc2c(c1)N(C(C)=O)c1ccccc1CC2
  ?, ?, 0%, ?, 11%, nt, -4%, 16%
> Cc1cc(NCc2ccccc2)nc2ccccc12
  ?, -3%, -5%, ?, 0%, -42%[inhibitor], 4%, 1%
> c1ccc2c(c1)ncn2CCCOc1ccc2c(c1)CCC2
  -17%, -9%, 6%, 2%, 0%, -29%, -2%, -7%
> COC(=O)c1c(NC(=O)CSc2nnc(-c3cccnc3)n2Cc2ccco2)sc(C)c1C
  -3%, 0%, -8%, -12%, -5%, -2%, -1%, 20%
> O=C1CN(C(=O)c2ccccc2F)c2ccccc2N1
  1%, 1%, 1%, -2%, 1%, nt, 9%, -7%
> O=[N+]([O-])c1ccccc1Nc1ccccc1
  3%, 4%, 1%&1%, 16%, -3%&-17%, 2%&3%, -4%, 2%&2%
> Cc1ccc(S(=O)(=O)Nc2ccc3ccccc3n2)cc1
  ?, 3%, 0%, -6%, 4%, nt, 1%, 3%
> NC(=O)c1cn(-c2ccccc2)nc1-c1cccnc1
  -4%, -3%, -13%, 5%, 2%, 10%, -1%, 4%
> COC(=O)[C@H](CCSC)NC(=O)Nc1ccc(S(N)(=O)=O)cc1
  4%, -7%, 6%, 10%, 3%, nt, 9%, 9%
> Cc1csc(NC(=O)C2CCCCC2C(=O)O)n1 (stereo not given)
  4%, -2%, -1%, ?, 5%, 4%, -21%, 1%

Further structures
Fields: JMJD2E inh, GAA inh, GAA spleen mod, ALDH1A1 inh, aGal spleen mod, SMN2 splice up, GAA glycogen, RGS12 GoLoco inh
> Cc1ccc(S(=O)(=O)NCCc2nnc3ccc(NCCCOC(C)C)nn23)cc1
  -5%, -6%, nt, 6%, -5%, 5%, -5%, 15%
> O=C(CCc1ccccc1)NCC1OCCc2ccccc21 (stereo not given)
  4%, 2%, -6%, 0%, -5%, 8%, 4%, 8%
> CCn1c(=O)c2cc(C(=O)NCc3cccs3)sc2c2ccccc21
  ?, nt, 4%, ?, 6%, nt, 16%, 1%
> COc1ccc(CCNC(=O)CN(c2ccccc2OC)S(C)(=O)=O)cc1OC
  5%, 3%, 9%, -6%, 9%, -5%, 2%, 10%
> O/N=C(\Cc1cscn1)c1ccc(O)cc1O
  4%, -5%, -2%, 8%, 3%, -18%, -15%, -2%
> O=C(Nc1ccc(Cl)cc1)Nc1ccccc1NS(=O)(=O)c1cccs1
  8%, -10%, 6%, 3%, 0%, 1%, -7%, 8%
> Cc1csc(NC(=O)c2nc(-c3ccccc3)n(-c3ccccc3)n2)n1
  -2%, 0%, -5%, 14µM*, 2%, -6%, -7%, -3%
> CCC(C)(C)n1nnnc1C(c1cc(OC)ccc1OC)N1CCC(C(N)=O)CC1 (stereo not given)
  -4%, 1%, -2%, 9%, 0%, -2%, -8%, 5%
> O=c1cc(CN2CCOCC2)nc(C2CC2)[nH]1
  4%, 5%, -5%, 0%, -3%, 9%, 5%, -9%
> COc1ccc(NC(=S)NC2CCN(Cc3ccccc3)CC2)cc1OC
  -2%, -4%, -2%, 1%, 4%, -10%, -18%, 6%
> COc1cccc(NC(=O)c2cc([N+](=O)[O-])ccc2N2CCN(C)CC2)c1
  -12%, 0%, 1%, ?, -5%, -12%, 5%, 25%
> CC(=O)NCCc1cc2cc(C)c(C)cc2[nH]c1=O
  ?, -5%, 4%, ?, 2%, -10%, 7%, -9%
> COc1ccc(C2=NN(c3nc(C(=O)O)cs3)C(O)(C(F)(F)F)C2)c(OC)c1 (stereo not given)
  ?, ?, -2%, ?, -2%, -4%, 5%, 6%

Not a retest: two of the compounds above.
Fields: JMJD2E inh, GAA inh, GAA spleen mod, ALDH1A1 inh, aGal spleen mod, SMN2 splice up, GAA glycogen, RGS12 GoLoco inh
> CNc1ncc(C(=O)c2ccc(Br)cc2)s1
  8%, -9%, -19%, 2%, 5%, 16µM*, 6%, -1%
> Cc1cc(NC(=O)NC(C(F)(F)F)C(F)(F)F)no1
  -1%, nt, 4%, -4%, 12%, nt, -11%, 2%
